ATXN2 expr inh: reduces ATXN2 reporter expression in HEK-293 cells. HEK-293 ATXN2-luciferase reporter, luminescence, 24 h. hit rate 0.72% among 360,000. AID 1745845. Potency, µM (doses to about 57 µM), for the others: at the highest dose activity change, negative = inhibition, usual class: inhibitors; note: potency is the fitted concentration of half-maximal effect; % is set by controls: 0 for no effect and ±100 for the full control effect; nearly all actives have a fitted effect of over 55% in size
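qHTS (up to 57 uM final) was run with 24 h compound exposure of reporter cells at 37 °C. Each well was multiplexed: SteadyGlo luminescence measured ATXN2-luciferase expression after a fluorogenic Gly-Phe-AFC viability readout (25 uM final).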
HepG2 viability: counter-screen for TGF-b inhibitors: cytotoxicity in HepG2 cells. hit rate 0.76% among 410,000. AID 588856. Potency, µM (highest dose often 46.1 µM), for the others: at the highest dose activity change, negative = cytotoxicity, hits mostly cytotoxic. HepG2 CAGA-GFP viability, ATP luminescence, 18 h; note: potency is the fitted concentration of half-maximal effect; some results filed as inactive show a strong effect at the top dose
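CellTiter-Glo luminescence gave cytotoxicity after 18 hours at 37 degrees C. The cells were HepG2 CAGA-GFP in 1% FBS DMEM, stimulated with 500 pg/mL TGF-beta after compound addition. %Activity was normalised to no-cell wells (complete cell-killing) and DMSO (no toxicity), and curves were fitted and classified.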
Nrf2 block: blocks Nrf2 signaling | Potency, µM (doses to about 46 µM), for inactives: at the highest dose activity change, negative = inhibition, usual class: inhibitors | hit rate 2.1% among 360,000 | A549 ARE-Fluc reporter, luciferase luminescence, 18-24 h; note: potency is the fitted concentration of half-maximal effect; % is set by controls: 0 for no effect and ±100 for the full control effect; nearly all actives have a fitted effect of over 60% in size
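Cells were seeded and rested 2 h, then exposed to compounds for 18-24 h. CellTiter-Fluor was read first as a viability measure. BugLite was added 15 min before the final luminescent read of ARE-luciferase activity in A549 cells.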
IL-1B inflam inh: inhibitors of inflammasome signaling (IL-1 beta secretion) | THP-1 LPS/ATP IL-1B secretion, AlphaLISA, 16 h; active compounds read low | activity change, % at 57.5 µM | hit rate 4.7% among 360,000; in the data active = activity change below about -50%; inconclusive = mostly about -30% to -49%; note: % is set by controls: 0 for no effect and ±100 for the full control effect
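THP-1 cells pretreated 1 hr with compounds (up to 57.5 uM final), then stimulated with LPS (250 ng/mL final) plus ATP (1.25 mM final); secreted IL-1B measured by AlphaLISA after 16 hr, decreased signal indicating inhibition.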
MCF10A rerep: inducers of DNA re-replication in MCF 10A breast cells; MCF 10A DNA re-replication, Hoechst nuclear intensity, 48 h; Potency, µM (highest dose often 46.1 µM), without a hit: top-dose activity, positive = re-replication, hits mostly activators; hit rate 2.9% among 350,000; AID 624296; note: potency is the fitted concentration of half-maximal effect; % of control where 0% means no effect; nearly all actives have a fitted effect of over 50% in size
TGFb inhibitor: TGF-b pathway inhibition | HepG2 CAGA-GFP TGF-b/SMAD3 reporter, GFP fluorescence, 18 h; TGF-beta stimulated, 500 pg/mL final | Potency, µM (series often up to 46.1 µM), for the others: at the highest dose activity, negative = inhibition, most hits filed as inhibitors | hit rate 1.2% among 410,000 | AID 588855; note: potency is the fitted concentration of half-maximal effect; % is set by controls: 0 for no effect and ±100 for the full control effect; nearly all actives have a fitted effect of over 65% in size
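HEPG2 CAGA-GFP reporter cells (1000/well, DMEM with 1% FBS) received compounds, then recombinant TGF-beta at 500 pg/mL final for 18 hours at 37 degrees C. Per-cell GFP summed per well was normalised to unstimulated and stimulated DMSO controls before curve fitting.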
Nrf2 ARE act: activates Nrf2 signaling | AREc32 ARE-luciferase reporter (MCF7-derived line), luminescence, 24 h | Potency, µM (top dose mostly 46.1 µM), without a hit: at the highest dose activation, usual class: activators | hit rate 0.31% among 410,000 | AID 624171; note: potency is the fitted concentration of half-maximal effect; % of control where 0% means no effect; nearly all actives have a fitted effect of over 65% in size
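AREc32 cells carrying an ARE-driven firefly luciferase reporter were seeded at 1000 cells/well in OPTI-MEM with 5% FBS, then exposed to compound for 24 hr at 37 deg C. Luminescence was read with Steady-Glo after 30 min at RT.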
A549 tox: kills or reduces viability of A549 cells in Nrf2 counter-screen; hit rate 0.16% among 390,000; A549 ARE-Fluc cells, CellTiter-Fluor viability, 18-24 h; AID 504648; Potency, µM (titrated, usually from 46 µM), without a hit: at the top dose activity change, negative = cytotoxicity, hits mostly inhibitors; note: potency is the fitted concentration of half-maximal effect; % is set by controls: 0 for no effect and ±100 for the full control effect
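A549 ARE_Fluc cells in 5% FBS OPTI-MEM were exposed to compounds in concentration-response for 18-24 h at 37 deg C. Viability was read by CellTiter-Fluor fluorescence (Ex 405/Em 525) after 30 min, before the luciferase read.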
ATXN viability: viability counter-screen for ATXN expression inhibitors; AID 651635; hit rate 0.49% among 400,000; Potency, µM (series often up to 56.7 µM), usual class: cytotoxic; S2 cells (HEK-293 line with an ATXN2-luciferase reporter) viability, CellTiter-Fluor protease fluorescence, 24 h; note: potency is the fitted concentration of half-maximal effect; nearly all actives have a fitted effect of over 40% in size
* = called active by the depositor; i = inactive; ? = inconclusive; · = not tested or not shown; & = joins results of further samples; [ ] = another dose, or the depositor's remark. Unless noted, calls come from the whole dose curve; as a rule, active = well fitted curve in the direction sought with a large enough effect; inconclusive = small, poorly fitted or top-dose-only effect, or another doubt; inactive = no such curve, though single readings can be large; an effect the other way counts as inactive or inconclusive.

Fields – ATXN2 expr inh	HepG2 viability	Nrf2 block	IL-1B inflam inh	MCF10A rerep	TGFb inhibitor	Nrf2 ARE act	A549 tox	ATXN viability
- COc1ccc(-n2cc(CNCCCN3CCCC3=O)c(-c3ccccc3Cl)n2)cc1
  -21%	-32%	10%	?	1%	?	-0.7%	0%	?
- COc1ccc(C(=O)C(CO)Oc2ccccc2OC)cc1OC (stereo not given)
  7%	2%	1%	19	2%	-2%	-0.9%	0%	i
- CCOc1ccccc1OCCCC(=O)NC1CCCc2ccccc21 (stereo not given)
  -6%	-5%	-1%	-8	0%	?	0.1%	0%	i
- COc1ccc(S(=O)(=O)N2CCC(C(=O)NCCC(=O)NC3CC3)CC2)cc1
  1%	11%	2%	36	-1%	1%	-1.3%	10%	i
- O=C(c1ccc(Cl)cc1Cl)c1ncc(C(F)(F)F)cc1Cl
  -2%	0%	4%	1	-1%	?	0.2%	-4%	i
- CC(C(=O)Nc1ccc2[nH]c(=O)[nH]c2c1)N1CCN(Cc2ccc3c(c2)OCO3)CC1 (stereo not given)
  ·	-7%	6%	-18	-1%	-20%	0.5%	-1%	i
- Cc1cc(-c2nnc3n2N=C(c2ccccc2)CS3)n[nH]1
  50%[activator]	-15%	?	·	-15%	-14%	7.5%	-11%	·
- CC(C)Sc1nc2ccccc2[nH]1
  33%	8%	17%	19	?	1%	2.2%	-1%	i
- COC(=O)c1sccc1-n1cccc1C(=O)C(=O)N1CCCC1
  7%	8%	-2%	8	-2%	2%	-0.1%	-3%	i
- CC(=O)Nc1ccc(NC(=O)c2cc(-c3ccc4c(c3)OCCO4)on2)cc1
  -26%	-22%	?	·	·	-14%	-0.1%	2%	?
- COC(=O)C(Cc1ccc(OC(=O)c2ccc(Cl)cc2)cc1)N1Cc2ccccc2C1=O (stereo not given)
  58%[activator]	-7%	·	-4	-2%	3%	5.4%	6%	i
- COc1ccc(S(=O)(=O)N2CCOC2CNC(=O)C(=O)NCCc2c[nH]c3ccccc23)cc1 (stereo not given)
  -18%	-19%	7.3µM*	-16	4%	-12%	-0.3%	-8%	i
- O=Cc1c(F)cccc1N1CCCC1
  -11%[11.3 µM]	0%	-1%	17	0%	1%	-0.5%	0%	i
- CCOC(=O)c1cc2c(=O)n3ccccc3nc2n(CC2CCCO2)c1=NC(=O)c1ccccc1F (stereo not given)
  11%	-9%	-11%[9.27 µM]	·	·	?	-0.3%	-10%	·
- COc1ccc(-c2nnc(SCC(=O)Nc3nncs3)o2)cc1
  -9%	4%	?	5	1%	19%	0.2%	-2%	i
- CCOC(=O)N1CCN(S(=O)(=O)Cc2ccccc2)CC1
  8%	1%	·	-3	2%	?	-0.9%	-6%	i
- C=CCn1c(C)c(C(=O)OCC)c2cc(O)c3ccccc3c21
  0%	-1%	0%	27	0%	5%	0.3%	-5%	i
- CCOc1cc(/C=N/NC(=O)CN2CCOCC2)ccc1OCc1ccc(Cl)cc1
  -8%	-31%	-27%	?	26%	-6%	0.5%	-5%	i
- CC1CCN(S(=O)(=O)c2cccc(C(=O)Nc3nncs3)c2)CC1
  5%	-12%	-13%	7	2%	-13%	1.7%	0%	i
- Cc1ccc(CCN2CC(C(=O)NCc3ccc4c(c3)OCO4)CC2=O)cc1 (stereo not given)
  -10%	4%	-3%	-3	-1%	17%	-0.3%	-2%	i
- O=C(CCl)N1c2ccccc2Sc2ccc3ccccc3c21
  ·	11µM*	·	-104*	·	14µM*	?	·	?
- CS(=O)(=O)N1CCC(Oc2cccc(C(=O)NCCCOc3cccnc3)c2)CC1
  -10%	-1%	-12%	10	14%	-12%	0.2%	13%	i
- CCS(=O)(=O)Nc1ccc2[nH]c(=O)[nH]c2c1
  -2%	4%	0%	-10	-6%	21%	-0.4%	-10%	i
- Cc1c(Cl)cccc1NC(=O)Cn1c(=O)nc(-c2ccccc2)c2ccccc21
  ·	-15%	·	·	·	-2%	3.3%	-2%	·
- Cc1ccc(NC(=O)CSc2nc(=O)n(CCCN3CCOCC3)c3c2CCCC3)c(C)c1
  2%	7%	1%	1	2%	-3%	1.5%	4%	i
- CCCS(=O)(=O)N1CCN(Cc2ccccc2C(F)(F)F)CC1
  -15%	-15%	-22%	7	0%	-23%	0.0%	1%	i
- NC(=O)N/N=C/c1cn(-c2ccccc2)nc1-c1cccs1
  37%	-25%	?	?	1%	-1%	8.4%	0%	i
- CCOc1ccccc1N1CC(C(=O)NNC(=O)c2ccc(F)cc2)CC1=O (stereo not given)
  7%	13%	11%	-16	1%	1%	-0.3%	14%	i
- O=C(Nc1ccc2oc(-c3ccccc3)nc2c1)c1cccs1
  27%	-10%	-20%	-19	8%	-12%	6.2%	-1%	i
- Clc1ccc(SCNc2ccccc2Cl)cc1
  ·	-2%	-25%	?	0%	-1%	-1.3%	10%	i

Profiles, looked up by structure.
`O=C(c1ccc(Cl)cc1Cl)c1ncc(C(F)(F)F)cc1Cl` as listed: ATXN2 expr inh = -2%; HepG2 viability = 0%; Nrf2 block = 4%; IL-1B inflam inh = 1; MCF10A rerep = -1%; TGFb inhibitor = ?; Nrf2 ARE act = 0.2%; A549 tox = -4%; ATXN viability = i
`CCOC(=O)c1cc2c(=O)n3ccccc3nc2n(CC2CCCO2)c1=NC(=O)c1ccccc1F` (stereo not given) as listed: ATXN2 expr inh = 11%; HepG2 viability = -9%; Nrf2 block = -11%[9.27 µM]; IL-1B inflam inh = ·; MCF10A rerep = ·; TGFb inhibitor = ?; Nrf2 ARE act = -0.3%; A549 tox = -10%; ATXN viability = ·

Further entries:
Molecule,ATXN2 expr inh,HepG2 viability,Nrf2 block,IL-1B inflam inh,MCF10A rerep,TGFb inhibitor,Nrf2 ARE act,A549 tox,ATXN viability
COc1ccc(N2C(=O)CC(Nc3ccc(F)cc3)C2=O)c([N+](=O)[O-])c1 (stereo not given),-20%,-13%,-10%,10,-1%,11%,0.2%,1%,i
COc1ccc(CNC(=O)CSc2ncn[nH]2)cc1OC,17%,-25%,-9%,24,-5%,-9%,-0.5%,-2%,i
Cc1nn(C)c2c1c(-c1ccccc1)cc(=O)n2CC(=O)NC(C)C,3%,-18%,?,·,·,-21%,4.1%,-4%,i
O=C(O)C1CCN(C(=O)c2ccc(Cl)cc2)CC1,0%,5%,·,19,4%,-9%,-0.4%,1%,i
CC(C)(C)C1CCc2nc(NC(=O)Cc3ccc(Cl)cc3)sc2C1 (stereo not given),·,-75%,?,·,·,?,-1.8%,-6%,·
CCn1c(SCC(=O)Nc2ccccc2)nc2nc3c(cc2c1=O)COC(C)(C)C3,-19%,-13%,-2%,-1,-2%,-13%,0.3%,-1%,i
COc1ccc(-c2nc(C#N)c(N3CC(C)OC(C)C3)o2)cc1OC (stereo not given),-12%,5%,15%,-10,-8%,-9%,0.1%,-7%,i
Cc1ccc(-c2nc(=S)c3c(n2CC2CCCO2)CC(C)(C)OC3)cc1 (stereo not given),-1%,-2%,11%,0,-8%,-20%,2.5%,-5%,i
Cc1nn(-c2ccccc2)c(N)c1Sc1ccc([N+](=O)[O-])cc1,-9%,-22%,4%,?,?,?,3.8%,1%,i
COc1ccc2c(c1OC)C(=O)OC2CC(=O)c1ccc(O)c(O)c1 (stereo not given),-1%,-3%,·,3,-17%,-4%,-0.2%,-19%,i
O=c1oc2ccccc2nc1/C=C(O)/C=C\c1ccccc1,7%,-1%,3%,-54*,?,-4%,16µM*,-9%,i
C=C1CN(Cc2ccccc2)S(=O)(=O)c2ccccc21,-7%,5%&-16%&-13%,1%&-13%&10%,-16,?,-1%&-2%&-6%,3.7%,2%&3%&-2%,i
O=C(NC1(C(F)(F)F)NC(=O)N(Cc2ccccc2)C1=O)c1cccnc1 (stereo not given),8%,-3%,8%,5,-7%,-31%,0.2%,1%,i
CC(=O)C(Cc1ccccc1)NC(=O)COc1ccc2c(c1)OCO2 (stereo not given),3%,19%,15%,9,-38%[inhibitor],35%[activator],2.5%,1%,i
CS(=O)(=O)N(CC(=O)Nc1ccccc1)c1cccc(Cl)c1Cl,-2%,-14%,-5%,-11,6%,0%,0.3%,-3%,i
Cc1ccc(Cl)cc1N1CCN(C(=O)C2CCC(=O)N2C(C)C)CC1 (stereo not given),4%,-25%,6%,12,-4%,-23%,-0.4%,-3%,i
O=C(NC1CC1)c1cc(F)c(F)cc1Cl,0%,4%,17%,-6,-4%,-3%,-0.3%,8%,i
CC(C)NC(=O)N(C)C[C@H]1Oc2ccc(NC(=O)Nc3ccc(C(F)(F)F)cc3)cc2C(=O)N([C@H](C)CO)C[C@@H]1C,-10%,1%,7%,-18,-2%,?,5.0%,-1%,i
CCN(CC)C(=O)Cn1cc(SCC(=O)Nc2ccc(C)cc2)c2ccccc21,8%,-11%,13%,·,·,?,6.9%,4%,i
COc1cccc(NC(=O)Cn2cnc3sc(C)c(S(=O)(=O)N4CCN(C)CC4)c3c2=O)c1,0%,12%,9%,18,-10%,6%,-0.1%,0%,i
CCOc1ccc2c(c1)/C(=C(\C(Cl)=C(Cl)Cl)[N+](=O)[O-])N2,-6%,-9%,-3%,12,-3%,-5%,0.2%,5%,·

From PubChem

The order is random; 8.8% or so of the library scored in one or more.
